Rac1 wt modul = modulators of human Rac1 wildtype GTP binding; P63000; GST-Rac1 beads, fluorescent GTP binding, flow cytometry; actives lie on both sides; 0 = cold GTP competed, 100 = untreated; GTP binding activity (% of control), % at 10 µM; hit rate 0.27% among 190,000;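 active = GTP binding activity at least 20 points away from the 100% control level, either lower or higher; inconclusive = compound flagged as likely green fluorescent, judged across all proteins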
Pf gamet viab = kills late stage P. falciparum gametocytes; AID 743093; inhibition, % at 10.9 µM; hit rate 0.065% among 150,000; P. falciparum stage V gametocytes, ATP luminescence, 24 h;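 active = inhibition above the mean plus 3 SD of compounds within the control limits, set per campaign, cut at about 38% in these data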;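 note: 0% = DMSO wells and 100% = medium only without gametocytes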
HRas wt GTP = human HRas wildtype GTP binding, change in either direction; hit rate 0.14% among 190,000; GST-Ras wt beads, Bodipy-FL-GTP binding, flow cytometry; actives lie on both sides; P01112; GTP binding activity, % at 10 µM;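 active = GTP binding activity at least 20% away from the 100% baseline, either lowered as inhibitor or raised as activator; inconclusive = flagged as likely green fluorescent, judged across all proteins in the well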;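 note: 0% = unlabeled GTP competition control and 100% = no-compound control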
Target sequence (P01112 whole entry, looked up): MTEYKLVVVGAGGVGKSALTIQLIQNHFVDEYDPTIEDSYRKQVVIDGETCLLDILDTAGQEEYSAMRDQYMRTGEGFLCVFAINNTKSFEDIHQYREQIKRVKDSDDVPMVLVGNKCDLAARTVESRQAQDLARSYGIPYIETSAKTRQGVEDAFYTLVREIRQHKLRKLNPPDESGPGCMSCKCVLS
RGS8-Gao = human RGS8-Galphao interaction regulation; response (percent of control binding), % at 10 µM; hit rate 0.34% among 220,000; multiplexed bead flow cytometry, RGS8-Galphao binding; actives lie on both sides; in the data active = response below about 60% or above about 140%; inactive = in between;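 note: Galphao activated as the GDP aluminium fluoride complex binding bead-coupled RGS8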
Target sequence (P09471 whole entry, looked up): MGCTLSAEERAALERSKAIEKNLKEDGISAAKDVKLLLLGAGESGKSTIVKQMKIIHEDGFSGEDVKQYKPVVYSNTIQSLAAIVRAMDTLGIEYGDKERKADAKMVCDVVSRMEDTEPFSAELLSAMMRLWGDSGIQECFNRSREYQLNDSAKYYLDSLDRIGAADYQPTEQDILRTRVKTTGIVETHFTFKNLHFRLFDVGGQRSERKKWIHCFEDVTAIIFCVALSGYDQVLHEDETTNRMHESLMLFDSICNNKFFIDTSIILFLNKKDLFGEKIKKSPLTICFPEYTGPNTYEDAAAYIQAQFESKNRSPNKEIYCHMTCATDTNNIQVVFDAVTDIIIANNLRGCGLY
Mcl-1 Bim block = human Bim-Mcl-1 interaction inhibition; hit rate 0.1% among 190,000; Q07820; Bead-based flow cytometry, Bim peptide-Mcl-1 binding; inhibition, % at 10 µM; in the data active = inhibition above about 40%;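 note: 0% = no compound tracer wells and 100% = peptide blocker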
Target sequence (Q07820 whole entry, looked up): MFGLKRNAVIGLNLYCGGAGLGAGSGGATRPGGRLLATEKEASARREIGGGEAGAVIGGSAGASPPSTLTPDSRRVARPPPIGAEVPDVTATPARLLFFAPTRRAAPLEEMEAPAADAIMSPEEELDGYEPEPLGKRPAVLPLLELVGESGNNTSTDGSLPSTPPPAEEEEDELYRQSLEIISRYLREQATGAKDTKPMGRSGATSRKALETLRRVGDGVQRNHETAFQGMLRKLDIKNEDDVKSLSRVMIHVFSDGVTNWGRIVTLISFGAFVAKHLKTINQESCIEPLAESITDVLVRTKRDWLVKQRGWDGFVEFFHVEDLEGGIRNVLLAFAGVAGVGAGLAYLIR
Rac1 mut GTP = alters GTP binding to activated mutant human Rac1; P63000; GST-Rac1 activated beads, fluorescent GTP binding, flow cytometry; actives lie on both sides; 100% means binding = to untreated wells; percent activity (GTP binding), % at 10 µM; hit rate 0.11% among 190,000; AID 764;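 active = GTP binding at least 20 percentage points away from the 100% baseline, in either direction, so actives lie on both sides; inconclusive = Compound likely fluorescent itself, or too few beads counted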
Mcl1 Noxa PPI = Mcl-1/Noxa interaction inhibition | Q07820 | hit rate 1.5% among 220,000 | TR-FRET Mcl-1/Noxa peptide binding, 2 h | inhibition, % at 21.7 µM;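 active = compounds that cut the protein-peptide binding signal by more than 50% relative to plate controls in a single-dose test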;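 note: His-tagged Mcl-1 with rhodamine Noxa BH3 peptide and terbium anti-His antibody; 0% = Mcl-1 plus Noxa peptide wells and 100% = peptide-only wells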
Rab2 wt GTP = changes GTP binding to wildtype dog Rab2A, up or down; GTP binding activity, % at 10 µM; GST-Rab2 wt beads, Bodipy-GTP binding, flow cytometry; AID 760; P61105; hit rate 0.19% among 190,000;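 active = GTP binding activity at least 20 points away from 100%, either lowered or raised; inconclusive = signal likely due to the compound's own green fluorescence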;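 note: 0% = beads with excess unlabeled GTP and 100% = no-compound control corrected for plate trend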
Mcl1 Bid PPI = disrupts binding of human Mcl-1 to Bid peptide; Q07820; TR-FRET Mcl-1/Bid-Dy647 peptide binding, 1536-well; inhibition, % at 21.7 µM; hit rate 0.97% among 220,000;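 active = compounds that cut the binding signal by more than half at the single screening dose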;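 note: His-tagged Mcl-1 with europium anti-His antibody binding Bid BH3 peptide; 0% = Mcl-1 plus peptide wells and 100% = peptide-only wells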
Rab7 wt GTP bind = dog Rab7 wildtype GTP binding, inhibitors and activators | GST-Rab7 beads, fluorescent GTP binding, flow cytometry; actives lie on both sides; untreated = 100%, excess cold GTP = 0% | GTP binding activity (percent of control), % at 10 µM | hit rate 0.055% among 190,000 | AID 758;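 active = fluorescent GTP binding to Rab7 beads changed by at least 20 points from the 100% baseline, either direction, mostly lower; inconclusive = compound itself probably fluorescent, or too few beads counted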;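 note: median green fluorescence of bound Bodipy-FL-GTP per Rab7 bead population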
Cdc42 wt GTP = changes GTP binding to wildtype human Cdc42. P60953. percent activity (GTP binding), % at 10 µM. GST-Cdc42 beads, Bodipy-GTP binding, flow cytometry; actives lie on both sides. hit rate 0.2% among 190,000;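 active = percent activity GTP binding at least 20 points away from the 100% baseline, either down as inhibitor or up as activator; inconclusive = compound flagged as likely green fluorescent from well-wide comparison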;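 note: median bead fluorescence of bound Bodipy-FL-GTP at 100 nM; 0% = excess unlabeled GTP control and 100% = no compound control; below 100% means less GTP binding so inhibitor and above means activator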
Numbers without * were called inactive; ? = inconclusive; . = no result given.

SMILES	Rac1 wt modul	Pf gamet viab	HRas wt GTP	RGS8-Gao	Mcl-1 Bim block	Rac1 mut GTP	Mcl1 Noxa PPI	Rab2 wt GTP	Mcl1 Bid PPI	Rab7 wt GTP bind	Cdc42 wt GTP
O=C(C1CCN(S(=O)(=O)c2cccs2)CC1)N1CCc2ccccc2C1	103	.	98	99	-2	100	-9	98	-34	99	102
CSc1nc(NC(C)C)nc(N2CCOCC2)n1	95	1	96	102	0	95	1	94	3	98	97
COc1cc(C(=O)Nc2nc3ccccc3[nH]2)cc(OC)c1OC	104	-14	101	96	-6	101	15	100	6	100	103
Cc1cccc(C(=O)n2cnnc2N)c1	95	-1	94	98	-4	92	9	94	-19	95	93
CN(C)C(=O)c1ccc2c(c1)n(C)c(=O)n2C	102	.	99	97	-1	99	-2	99	-2	96	102
COc1ccc(-c2cnnc(N/N=C/c3ccc(O)c(OC)c3)n2)cc1	99	.	99	91	-20	100	41	100	-68	99	101
Nc1nc(NC(=O)/C=C/c2ccccc2)nn1-c1ccccc1	106	18	101	92	12	103	2	98	-1	100	103
COC(=O)c1[nH]c2cccc(OC)c2c1NC(=O)CCN1CC(C)CC(C)C1 (stereo not given)	99	.	101	100	-1	99	-3	100	-15	97	103
COc1ccccc1N1CCN(C(=O)c2cccc(N3C(=O)NC4CC3(C)Oc3ccccc34)c2)CC1 (stereo not given)	101	1	100	95	-5	98	-3	100	-26	100	99
NS(=O)(=O)c1ccc(-n2nc(C(=O)O)cc2-c2ccc(Cl)cc2)cc1	100	.	99	99	0	95	5	94	3	95	96
O=S(=O)(Nc1nc2ccccc2nc1NCC1CCCO1)c1cccs1 (stereo not given)	102	8	96	90	-3	93	4	92	-6	89	97
CCN(CCn1cccn1)C(=O)CCc1nnc(CCCc2ccccc2)o1	106	.	99	100	-1	99	2	101	-5	101	101
Nc1nc(N2CCN(c3cccc(Cl)c3)CC2)n[nH]1	97	-6	94	100	0	97	-1	92	-19	88	93
CCn1c(SCC(=O)NNC(=O)c2ccccc2)nnc1-c1ccco1	93	7	95	103	0	94	2	97	-19	91	95
O=C(Nc1ccc(Cl)cc1)c1ccc(OC2CSC2)cc1	96	3	93	91	-1	95	-3	96	9	97	94
CN(C)c1ccc(NC(=S)c2ccccn2)cc1	106	-6	96	95	-9	97	35	95	-50	95	98
O=C(c1cnccn1)N(c1ccccc1)C1(C(=O)NC2CCCCC2)CCCCC1	103	4	99	101	-1	97	8	98	-17	98	99
O=C1CC(c2cccc(Cl)c2)CC(O)=C1C=Nc1ccccc1 (stereo not given)	105	-9	100	103	-5	98	-15	101	-14	99	104
Cc1ccc(C(=C2C3C=CC2C2C(=O)NC(=O)C32)c2ccc(C)cc2)cc1 (stereo not given)	?	.	?	118	3	?	10	?	15	?	?
CCC(Sc1nc2ccccc2[nH]1)C(=O)Nc1ccc(NC(C)=O)cc1 (stereo not given)	102	.	105	103	0	100	3	104	-21	106	101
O=c1[nH][nH]c(-c2ccccc2O)c1C(C[N+](=O)[O-])c1cccc(Cl)c1 (stereo not given)	103	.	98	100	-2	97	5	96	-12	100	102
COCCCn1c(SCc2nnc(-c3ccc(OC)c(OC)c3)o2)nc2ccccc2c1=O	119	.	109	96	-6	102	-3	103	7	102	104
CNC(=O)NC(=O)C(C)Oc1ccccc1F (stereo not given)	96	-2	95	100	0	96	-6	99	-25	92	94
O=C(COc1ccccc1)NCC(=O)NC1CCCCC1	99	-16	102	101	-2	98	2	103	-3	108	100
CCOC(=O)C(=CNc1cc(C)nn1-c1ccc(Cl)cc1)C(=O)OCC	105	.	107	101	-3	104	7	104	-12	103	109
O=C(NCCc1ccccc1)C1CCN(S(=O)(=O)c2cccc3nonc23)CC1	103	-22	101	98	-2	99	-4	100	-3	97	100
CCOC(=O)c1cc(-c2cccnc2)nn1-c1ccccc1C	104	4	101	101	1	100	9	102	-20	101	100
O=c1[nH]c2ccc(Br)cc2c(-c2ccccc2)c1CN1CCOCC1	92	.	92	101	2	92	8	92	2	97	93
Cc1ccc(/C=c2\sc3n(c2=O)CN(c2cccc(Br)c2)CN=3)o1	101	.	101	101	-3	99	7	99	-9	102	98
CCOC(=O)C1=C(CBr)NC(=O)NC1C (stereo not given)	101	9	96	101	-2	94	11	94	25	107	97
COc1c2occc2cc2ccc(=O)oc12	108	.	106	101	-2	103	13	100	-40	106	107
CC(/C=C/c1ccco1)=N\NC(=O)c1cc(Cl)ccc1O	91	16	95	107	-3	90	8	92	-54	99	89
Brc1ccc(-c2nnc3sc(CNCc4ccc5c(c4)OCO5)cn23)cc1	99	.	95	100	1	96	-10	95	-20	94	96
CCc1cc(=O)oc2cc(C)c(CN3CCCC(C)C3)c(O)c12 (stereo not given)	104	5	103	102	1	101	52*	102	93*	103	102
CCN(CC)S(=O)(=O)c1ccc(-c2nnc(SCc3nnc(-c4ccccc4)o3)o2)cc1	104	.	102	93	4	99	1	101	4	101	102
O=Cc1ccc(N2CCCC2)c([N+](=O)[O-])c1	95	-17	96	116	2	96	11	97	1	102	94

2 of the compounds above, comma-delimited:
smiles,Rac1 wt modul,Pf gamet viab,HRas wt GTP,RGS8-Gao,Mcl-1 Bim block,Rac1 mut GTP,Mcl1 Noxa PPI,Rab2 wt GTP,Mcl1 Bid PPI,Rab7 wt GTP bind,Cdc42 wt GTP
O=C(Nc1ccc(Cl)cc1)c1ccc(OC2CSC2)cc1,96,3,93,91,-1,95,-3,96,9,97,94
CN(C)c1ccc(NC(=S)c2ccccn2)cc1,106,-6,96,95,-9,97,35,95,-50,95,98

Profiles, looked up by structure. Screens in order: Rac1 wt modul, Pf gamet viab, HRas wt GTP, RGS8-Gao, Mcl-1 Bim block, Rac1 mut GTP, Mcl1 Noxa PPI, Rab2 wt GTP, Mcl1 Bid PPI, Rab7 wt GTP bind, Cdc42 wt GTP
Results for CCc1cc(=O)oc2cc(C)c(CN3CCCC(C)C3)c(O)c12 (stereo not given) = 104, 5, 103, 102, 1, 101, 52*, 102, 93*, 103, 102
Results for CCOC(=O)C1=C(CBr)NC(=O)NC1C (stereo not given) = 101, 9, 96, 101, -2, 94, 11, 94, 25, 107, 97
Results for Brc1ccc(-c2nnc3sc(CNCc4ccc5c(c4)OCO5)cn23)cc1 = 99, ., 95, 100, 1, 96, -10, 95, -20, 94, 96
Results for CCOC(=O)c1cc(-c2cccnc2)nn1-c1ccccc1C = 104, 4, 101, 101, 1, 100, 9, 102, -20, 101, 100

The listing picks up, starting 4 compounds before the break.
SMILES	Rac1 wt modul	Pf gamet viab	HRas wt GTP	RGS8-Gao	Mcl-1 Bim block	Rac1 mut GTP	Mcl1 Noxa PPI	Rab2 wt GTP	Mcl1 Bid PPI	Rab7 wt GTP bind	Cdc42 wt GTP
Brc1ccc(-c2nnc3sc(CNCc4ccc5c(c4)OCO5)cn23)cc1	99	.	95	100	1	96	-10	95	-20	94	96
CCc1cc(=O)oc2cc(C)c(CN3CCCC(C)C3)c(O)c12 (stereo not given)	104	5	103	102	1	101	52*	102	93*	103	102
CCN(CC)S(=O)(=O)c1ccc(-c2nnc(SCc3nnc(-c4ccccc4)o3)o2)cc1	104	.	102	93	4	99	1	101	4	101	102
O=Cc1ccc(N2CCCC2)c([N+](=O)[O-])c1	95	-17	96	116	2	96	11	97	1	102	94
Cc1cc2n(n1)C(c1cn(-c3ccccc3)nc1C)Nc1c(C)cccc1-2 (stereo not given)	104	-20	103	104	2	101	-2	101	-18	102	99
O=c1cc(-c2ccccc2)[nH][nH]1	104	-7	103	104	-3	100	0	101	-31	103	101
Cc1cc(N2C(=O)C3C4C=CC(C4)C3C2=O)no1 (stereo not given)	101	-35	97	105	2	97	17	97	7	96	98
O=C(CN1C(=O)c2ccccc2C1=O)NCCc1c[nH]c2ccccc12	105	-45	101	98	-5	103	14	100	-39	100	102
CC(C)CC(c1nnnn1Cc1ccccc1)N1CCN(C(=O)c2ccco2)CC1 (stereo not given)	94	-2	97	100	0	95	30	97	10	90	97
COc1cccc(CNC(=O)CCCCCn2c(=S)[nH]c3ccc(N4CCOCC4)cc3c2=O)c1	104	2	103	101	-2	101	24	100	9	100	105
c1ccc(-c2cn(-c3ccccc3)c3[n+]2CCS3)cc1	101	-6	97	96	0	98	3	97	-13	98	95
CC(c1ccncn1)N(C)Cc1nc(-c2ccc(C(F)(F)F)cc2)no1 (stereo not given)	98	.	96	99	-4	96	3	97	-17	95	98
CC(OC(=O)CNC(=O)c1ccco1)C(=O)N(C)c1ccccc1 (stereo not given)	100	4	101	104	0	98	7	99	-21	107	97
NC(=O)C1CCN(Cc2nnnn2Cc2ccco2)CC1	111	.	100	102	-5	100	-3	104	-1	100	106
COc1ccc(C)cc1NC(=O)c1ccc(NC(=O)CC2SC(N3CCCC3)=NC2=O)cc1 (stereo not given)	101	16	98	104	-4	97	4	98	-12	100	97
N#CC(=C1SC=CS1)c1nc(-c2ccccc2)cs1	101	.	99	102	-3	96	1	95	-23	97	99
C=CCn1c(SCc2cc(=O)n3ccsc3n2)nc2cc(Cl)ccc2c1=O	96	-6	97	84	6	96	14	98	16	95	96
CN(C)NC(=O)C(NC(=O)c1ccc(N)cc1)C12CC3CC(CC(C3)C1)C2 (stereo not given)	100	6	97	96	0	98	21	97	19	103	95
COC(=O)c1ncn(C2OC(COC(C)=O)C(OC(C)=O)C2OC(C)=O)n1 (stereo not given)	104	.	102	98	-3	100	-4	98	-29	101	98
CCOc1ccccc1C1CC(=O)NC(SCC)=C1C#N (stereo not given)	103	.	101	97	0	97	-4	99	-14	100	98
CCC(=O)NCCc1nc2ccccc2n1CC(=O)c1ccccc1	106	.	102	.	-2	101	9	102	-2	99	104

Part of the list above, reduced to Mcl1 Bid PPI and Rac1 wt modul.
compound | Mcl1 Bid PPI | Rac1 wt modul
CN(C)NC(=O)C(NC(=O)c1ccc(N)cc1)C12CC3CC(CC(C3)C1)C2 (stereo not given) | 19 | 100
COC(=O)c1ncn(C2OC(COC(C)=O)C(OC(C)=O)C2OC(C)=O)n1 (stereo not given) | -29 | 104
CCOc1ccccc1C1CC(=O)NC(SCC)=C1C#N (stereo not given) | -14 | 103
CCC(=O)NCCc1nc2ccccc2n1CC(=O)c1ccccc1 | -2 | 106
